Screening data deposited in PubChem BioAssay by National Center for Advancing Translational Sciences (NCATS).
Rab9 promoter act: qHTS Assay for Rab9 Promoter Activators | AID 485297, 2010 | Huh7 Rab9 promoter-luciferase reporter, luminescence, 24 h | actives 2.8% (n = 320,000) | Potency, µM (titrated, usually from 9.22 µM), for the others: at the top dose activation, negative = inhibition, usual class: activators; note: potency is the fitted concentration of half-maximal effect; % of control where 0% means no effect; nearly all actives have a fitted effect of over 60% in size
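Luminescence from Amplite-detected luciferase (10 minutes, ambient) reports Rab9 promoter activation. Before that, stable Rab9-luciferase Huh7 cells (1500/well, reduced-serum OP-MEM I plus 10% FBS) were exposed to compound for 24 hours at 37C.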
VP16 counter: VP16 counterscreen qHTS for inhibitors of ROR gamma transcriptional activity | Drosophila S2 Gal4-VP16 UAS-luciferase, luminescence, 20 h | Potency, µM (titrated, usually from 53.6 µM), without a hit: at the highest dose activity, negative = inhibition, actives largely listed as inhibitors | actives 3.5% (n = 310,000) | AID 2546, 2010;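 note: Gal4-VP16 expression switched on by copper sulfate through the metallothionein promoter; potency is the fitted concentration of half-maximal effect; % is set by controls: 0 for no effect and ±100 for the full control effect; nearly all actives have a fitted effect of over 50% in size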
ELG1 genotoxic: qHTS screen for small molecules that induce genotoxicity in human embryonic kidney (HEK293T) cells expressing luciferase-tagged ELG1; HEK293T ELG1-luciferase reporter, luminescence, 16 h; actives 1.3% (n = 330,000); Potency, µM (series often up to 46 µM), without a hit: at the top dose activity change, positive = activation, usual class: activators; AID 504466, 2011; note: potency is the fitted concentration of half-maximal effect; % of control where 0% means no effect; nearly all actives have a fitted effect of over 60% in size
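Quantitative HTS format in 1536-well plates. HEK293T ELG1-luciferase reporter cells receive test compound and are incubated 16 hr at 37 °C, 5% CO2; ONE-Glo added, 30 min room temperature, then luminescence read.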
PKM2 act: qHTS Assay for Activators of Human Muscle isoform 2 Pyruvate Kinase; Pyruvate kinase PKM (Homo sapiens), P14618; purified PKM2, Kinase-Glo ATP luminescence, activation; response scale: 0% is enzyme alone, no compound; AID 1631, 2009; Potency, µM (series often up to 57.5 µM), inactives show at the highest dose activation, usual class: activators; actives 0.34% (n = 260,000); note: potency is the fitted concentration of half-maximal effect; % is set by controls: 0 for no effect and ±100 for the full control effect; nearly all actives have a fitted effect of over 55% in size
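Purified hPK-M2 (>95%) run at intermediate activity with 0.1 mM ADP and 0.5 mM PEP in 50 mM imidazole pH 7.2, KCl, MgCl2; 1 h room temperature. ATP formed read by Kinase-Glo luminescence; normalized to uninhibited and no-enzyme controls.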
Menin MLL FP TR: qHTS Assay for Inhibitors Targeting the Menin-MLL Interaction in MLL Related Leukemias: Competition With Texas Red Labeled MLL-derived Mutant Peptide | O00255 | actives 0.23% (n = 270,000) | Menin + Texas Red MLL mutant peptide, fluorescence polarization | Potency, µM (highest dose often 61.6 µM), for the others: at the highest dose FP activity change, negative = inhibition, actives largely listed as inhibitors; active = well fitted inhibition curve with a large enough effect in the polarisation, with a control signal flat, not every such curve was filed as active; inconclusive = small, poorly fitted or top-dose-only effect, or effect the other way, or a change in a side signal; inactive = no such curve, though single readings can be large or run the other way; the % refers to the polarisation; note: potency is the fitted concentration of half-maximal effect; % of control where 0% means no effect; many of its hits are not listed in these tables
Target sequence (O00255 whole entry, looked up): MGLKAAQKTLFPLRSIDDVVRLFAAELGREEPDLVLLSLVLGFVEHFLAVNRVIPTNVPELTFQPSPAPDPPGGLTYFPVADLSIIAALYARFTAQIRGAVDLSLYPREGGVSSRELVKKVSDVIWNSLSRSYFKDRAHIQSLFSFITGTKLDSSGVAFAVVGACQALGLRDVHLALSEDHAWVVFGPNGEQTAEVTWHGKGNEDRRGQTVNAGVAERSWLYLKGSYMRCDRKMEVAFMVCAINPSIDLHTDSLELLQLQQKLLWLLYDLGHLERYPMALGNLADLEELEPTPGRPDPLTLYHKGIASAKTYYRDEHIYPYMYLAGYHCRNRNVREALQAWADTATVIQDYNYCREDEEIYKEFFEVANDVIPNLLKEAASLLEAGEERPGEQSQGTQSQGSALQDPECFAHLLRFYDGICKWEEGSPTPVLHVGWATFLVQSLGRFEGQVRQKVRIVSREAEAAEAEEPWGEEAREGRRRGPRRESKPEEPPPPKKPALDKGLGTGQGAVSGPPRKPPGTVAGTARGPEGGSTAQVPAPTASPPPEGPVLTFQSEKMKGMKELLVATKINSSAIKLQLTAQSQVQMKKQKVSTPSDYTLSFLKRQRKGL
p53 reactivation: qHTS assay for re-activators of p53 using a Luc reporter. H1299 p53-A138V BP100-luciferase reporter, luminescence, 24 h. Potency, µM (series often up to 92.2 µM), without a hit: at the highest dose activity change, positive = activation, most hits filed as activators. actives 0.063% (n = 320,000); note: potency is the fitted concentration of half-maximal effect; % of control where 0% means no effect; nearly all actives have a fitted effect of over 45% in size
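p53-null H1299 cells stably carrying temperature-sensitive p53-A138V and a BP100-luciferase reporter were pinned with compounds (4-point, 1:5 series) and held 24 hrs at 37 deg C. Luminescence was read 10 min after detection reagent.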
Giardia killer: Small Molecules that selectively kill Giardia lamblia: qHTS; AID 540267, 2011; actives 0.15% (n = 340,000); activity change, % at 7.66 µM, hits read low; Giardia lamblia trophozoite viability; in the data active = activity change below about -80%; inconclusive = between about -30% and that limit;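 note: parasites exposed to compound for two days anaerobically before the ATP read; % is set by controls: 0 for no effect and ±100 for the full control effect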
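Trophozoites 100 cells/well + cpd; 48 hrs, 37 deg C, anaerobic. ATPLite 1-Step added, 15-30 min RT, luminescence read (ATP-based viability).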
NPC1 promoter act: qHTS Assay for NPC1 Promoter Activators; Huh7 NPC1 promoter luciferase reporter, 24 h; Potency, µM (doses to about 9.22 µM), for inactives: at the top dose activation, actives largely listed as activators; actives 2.4% (n = 320,000); AID 485313, 2010;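 note: potency is the fitted concentration of half-maximal effect; % of control where 0% means no effect; nearly all actives have a fitted effect of over 60% in size; reporter is driven by a mutant NPC1 promoter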
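NPC1 promoter–luciferase Huh7 cells; 24 h compound; luminescence.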
RORg inh: qHTS for inhibitors of ROR gamma transcriptional activity | Potency, µM (doses to about 53.6 µM), inactives show at the highest dose activity change, negative = inhibition, usual class: inhibitors | actives 5.4% (n = 310,000) | Nuclear receptor ROR-gamma (Mus musculus), P51450 | Drosophila S2 Gal4-RORgamma UAS-luciferase reporter, 20 h; note: potency is the fitted concentration of half-maximal effect; % is set by controls: 0 for no effect and ±100 for the full control effect; nearly all actives have a fitted effect of over 60% in size
Target sequence (P51450 whole entry, looked up, the tested form may be a part): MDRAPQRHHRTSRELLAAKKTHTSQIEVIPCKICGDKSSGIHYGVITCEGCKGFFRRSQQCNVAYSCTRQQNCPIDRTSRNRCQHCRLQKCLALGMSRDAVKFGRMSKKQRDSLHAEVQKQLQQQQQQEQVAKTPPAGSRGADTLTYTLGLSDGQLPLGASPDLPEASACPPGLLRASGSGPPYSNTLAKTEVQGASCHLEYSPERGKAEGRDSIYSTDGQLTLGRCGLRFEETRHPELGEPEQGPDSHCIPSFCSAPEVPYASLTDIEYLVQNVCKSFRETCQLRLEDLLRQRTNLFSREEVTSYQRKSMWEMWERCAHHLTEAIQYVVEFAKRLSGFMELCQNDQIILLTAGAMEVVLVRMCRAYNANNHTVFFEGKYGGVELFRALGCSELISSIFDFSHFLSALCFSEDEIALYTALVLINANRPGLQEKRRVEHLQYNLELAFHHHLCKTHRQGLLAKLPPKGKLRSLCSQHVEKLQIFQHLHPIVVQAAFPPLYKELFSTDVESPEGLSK
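A Gal4/UAS one-hybrid system in insect cells: metallothionein-promoter Gal4–ROR gamma fusion plus Photinus luciferase reporter. Copper sulfate 700 uM final, 20 hr ambient incubation, luminescent detection after 10 min with reagent.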
BRCA1 expr up: qHTS Assay to Identify Small Molecule Activators of BRCA1 Expression; MCF7-BRCA1-FFLuc reporter, luminescence, 48 h; response scale: scaled: vehicle 0%, 10 µM genistein 100%; Potency, µM (top dose mostly 46.1 µM), for the others: top-dose activation, hits mostly activators; actives 1.1% (n = 380,000); AID 624202, 2012; note: potency is the fitted concentration of half-maximal effect; nearly all actives have a fitted effect of over 80% in size; some results filed as inactive show a strong effect at the top dose
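Reporter cells (MCF7, BRCA1 promoter-firefly luciferase) received library compounds across a concentration series for 48 h. End-point luminescence was measured and concentration-effect curves derived after normalization.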
FLuc modulator: qHTS profiling assay for firefly luciferase inhibitor/activator using purifed enzyme and Km concentrations of substrates (counterscreen for miR-21 project); AID 588342, 2011; Luciferin 4-monooxygenase (Photinus pyralis), P08659; purified FLuc, Km substrates, luminescence inhibition; Potency, µM (top dose mostly 57.5 µM), inactives show top-dose activity change, negative = inhibition, hits mostly inhibitors; actives 6.9% (n = 360,000);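 note: potency is the fitted concentration of half-maximal effect; plate controls were vehicle for no effect and reference inhibitor for full effect; nearly all actives have a fitted effect of over 55% in size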
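Purified P. pyralis luciferase, 10 nM final, with Km-level 10 uM D-luciferin and 10 uM ATP in 50 mM Tris acetate pH 7.5, 10 mM Mg acetate, 0.01% Tween-20, 0.05% BSA; 6-point qHTS titration about 60 µM downward; luminescence read.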
Active calls of the source: *; u = inconclusive; x = no result given; & = joins results of further samples; [ ] = another dose, or the depositor's remark. Unless noted, calls come from the whole dose curve; as a rule, active = well fitted curve in the direction sought with a large enough effect; inconclusive = small, poorly fitted or top-dose-only effect, or another doubt; inactive = no such curve, though single readings can be large; an effect the other way counts as inactive or inconclusive. This is a subset; count on the stated rates, not on these rows.

SMILES | Rab9 promoter act | VP16 counter | ELG1 genotoxic | PKM2 act | Menin MLL FP TR | p53 reactivation | Giardia killer | NPC1 promoter act | RORg inh | BRCA1 expr up | FLuc modulator
CCc1ccc(C(=O)N/N=C(\C)c2ccncc2)s1 | 3.2µM* | -4% | u | 7% | x | 0% | -5 | 3.5µM* | -14% | u | 17µM*
CC(C)Oc1ccc(NC(=O)c2ccncc2)cc1 | 0% | -4% | u | -3% | -10% | 4% | -3 | -2% | 31% | 57% | u
COC(=O)c1ccc(C(=O)NC2CCCc3c2cnn3-c2ccccc2F)nc1 (stereo not drawn) | -17% | 5% | -2% | x | u | 9% | 2 | -26% | 12% | -25% | 5%
Cc1ccc(NC(=S)NNC(=O)C2CC2c2ccc(C)cc2)cc1 (stereo not drawn) | 1% | u | -1% | 3% | 18% | -4% | -12 | -2% | 11µM* | 5% | 8%
Cc1nn(-c2ccccc2)c2nc(-c3ccco3)cc(C(=O)O)c12 | -5% | 10% | -3% | 2% | 13% | u | 3 | 2% | 19% | 2% | -8%
CCCCNC(=O)c1ccc(NS(=O)(=O)c2ccccc2)cc1 | 1% | -9% | 1% | 10% | -19% | -6% | -10 | -1% | -8% | -30% | -2%[2.3 µM]
CN(C)c1ccc(-c2nc3ccccc3n2C)cc1 | 0.22µM* | u | u | -46% | -10% | 0% | u | 0.32µM* | 4µM* | u | 0.27µM*
COc1ccc(N2CCN(C(=O)c3ccc(C)c(NC(=O)C4=C(C)OCCS4)c3)CC2)cc1 | -4% | 1% | -9% | x | x | -2% | -17 | -7% | -1% | -4% | 2%
COc1cc2c(cc1OC)CN(C(=S)Nc1ccc(OC(F)F)cc1)CC2 | -5% | -13%[10 µM] | -10% | 6% | 43%[activator] | 7% | 2 | -3% | -4% | -27% | -5%
Cc1c(NC(=O)COC(=O)COc2ccc(Nc3ccccc3)cc2)c(=O)n(-c2ccccc2)n1C | -2% | -5% | -4% | -1% | u | 4% | -5 | 0% | -1% | -2% | u
CC(NC(=O)C(=O)N/N=C\c1ccc([N+](=O)[O-])cc1)c1ccccc1 (stereo not drawn) | 1% | 5% | 4% | 0% | u | 1% | 11 | -7% | 6% | -17% | -2%
Cc1nn(Cc2noc(C(=O)NCc3ccc(F)cc3)n2)c(C)c1Br | -6% | -4% | -10% | 2% | 2% | -2% | 5 | 0% | 41% | -23% | -3%&-8%
COC(=O)C1CCN(C(=O)COC(=O)C2CCN(S(=O)(=O)c3ccc4c(c3)OCCO4)CC2)CC1 | 3% | 3% | -4% | 2% | x | 8% | 3 | -4% | -24% | -2% | 0%
COc1ccc(Cc2nnc(N=Nc3c(O)[nH]c4ccc(Br)cc34)[nH]c2=O)cc1 | -6% | -23% | -1% | -3% | 22% | 2% | 15 | -1% | 11% | 1% | u
Cn1nc(C(=O)NNC(=O)CCOc2ccc(C(C)(C)C)cc2)c2ccccc2c1=O | -2% | x | 0% | x | x | 19% | 6 | -2% | x | -10% | x
Cc1ccc(S(=O)(=O)/N=c2\sccn2C)cc1 | -1% | -2% | 1% | 18µM* | -16% | 0% | -11 | 0% | 18% | -1% | -2%
Clc1cccc(C2CCN(Cc3nc(CC4CC4)no3)C2)c1 (stereo not drawn) | 2% | 25% | 6% | 1% | -16% | 13% | 6 | 0% | 33% | 60% | -16%
Cc1ccc(NC(=O)CSc2nccn2Cc2ccccc2)cc1C | u | -1% | 3% | 3% | -9% | u | 1 | 18% | 5% | 8.9µM* | u
O=C(CNC(=O)c1ccccc1F)NCCOc1cccc(Cl)c1Cl | -4% | 10% | 5% | 0% | 14% | 5% | 17 | -1% | 26% | 19% | 4%
Cc1ccc(-n2cccc2/C=N/n2cnnc2)cc1Cl | -4% | 2% | -1% | u | -5% | -4% | -18 | -1% | 25% | 9% | 0%

3 entries drawn at random from those above:
SMILES | Rab9 promoter act | VP16 counter | ELG1 genotoxic | PKM2 act | Menin MLL FP TR | p53 reactivation | Giardia killer | NPC1 promoter act | RORg inh | BRCA1 expr up | FLuc modulator
Cc1nn(-c2ccccc2)c2nc(-c3ccco3)cc(C(=O)O)c12 | -5% | 10% | -3% | 2% | 13% | u | 3 | 2% | 19% | 2% | -8%
CCc1ccc(C(=O)N/N=C(\C)c2ccncc2)s1 | 3.2µM* | -4% | u | 7% | x | 0% | -5 | 3.5µM* | -14% | u | 17µM*
Cc1ccc(NC(=S)NNC(=O)C2CC2c2ccc(C)cc2)cc1 (stereo not drawn) | 1% | u | -1% | 3% | 18% | -4% | -12 | -2% | 11µM* | 5% | 8%

(list continues)
SMILES | Rab9 promoter act | VP16 counter | ELG1 genotoxic | PKM2 act | Menin MLL FP TR | p53 reactivation | Giardia killer | NPC1 promoter act | RORg inh | BRCA1 expr up | FLuc modulator
Nc1nnc(CCS(=O)(=O)c2ccc(Cl)cc2)s1 | 0% | -6% | 0% | -1% | 8% | 4% | 7 | 1% | 8% | 23% | 2%[2.3 µM]
COc1cc(CN2CCCC(CO)(Cc3ccccc3F)C2)ccc1O (stereo not drawn) | -2% | 2% | -1% | 0% | 1% | 14% | -1 | -2% | 4% | -14% | 2%
CC(C)NC(=O)CSc1nc(N)c(NC(=O)c2ccco2)c(=O)[nH]1 | -7% | 1% | 1% | -5% | 9% | -3% | -8 | 0% | -8% | 8% | 0%
CCCCCn1c(SCC(=O)OCC)nc2cc(C(=O)NCc3ccco3)ccc2c1=O | -2% | -11% | 0% | 3% | -5% | -5% | 7 | -29% | -12% | -15% | 1%
COc1cc(/C=N/Nc2snc(SC)c2C#N)cc(OC)c1OC | -34%[inhibitor] | u | -2% | 0% | u | -3% | -7 | -33%[inhibitor] | u | -58% | u
Oc1ccccc1Oc1c(F)c(F)nc(N2CCCC2)c1F | -3% | -29% | 0% | 3% | 18% | -6% | 9 | -3% | 8% | -19% | -15%
COc1ccc(S(=O)(=O)NCC(=O)NCc2cc(=O)n(C)c(=O)n2C)cc1C | -1% | 1% | 3% | 0% | -16% | 8% | -13 | -1% | -5% | 0% | 2%
Cc1cc(=O)oc2cc(OCC(=O)NCCN3CCOCC3)c(Cl)cc12 | 0% | -5% | 3% | x | x | -1% | 8 | -3% | -21% | -23% | 1%
Cc1cccc(N2CCN(C3=NC(=O)C(=C4CCCCC4)S3)CC2)c1 | 1% | -1% | -10% | -2% | -19% | 8% | 3 | 3% | -2%[10 µM] | 0%[1.84 µM] | -16%
CCc1n[nH]c(=S)n1/N=C/c1c(O)ccc2ccccc12 | 1% | 20µM* | 0% | 3% | 9% | x | -5 | 3% | u | 0% | -8%
Cc1ccc(CN(CCO)CCO)cc1 | -2% | -6% | 1% | 2% | 0% | 1% | -1 | -5% | -1% | 0% | 2%
Cc1ccc2nc(Cl)c(/C=N/Nc3nc(C)cc(C)n3)c(=O)n2c1 | -3% | u | 2% | 2% | -7% | -24% | -21 | -7% | u | -26% | -14%
CCOC(=O)Cn1nc(-c2ccccc2)nc1-c1ccccc1 | 27% | 11% | 7% | -2% | -1% | -1% | 0 | 3% | 1% | 9% | u
O=C(c1cccs1)N1CCOCC1 | 2% | 5% | 3% | 3% | 9% | 3% | -25 | -4% | -7% | 11% | 1%
CCOc1ccc(CNC(=O)Cn2nc(C)c3c(C)n(-c4ccc(C)cc4)nc3c2=O)cc1 | -4% | 7% | -6% | x | 0% | 29% | 13 | -4% | 11% | 1% | -1%&-8%
Cc1noc(C)c1C(=O)Nc1sc2c(c1C(N)=O)CCCCC2 | -5% | 1% | -1% | 4% | -24% | 4% | 0 | 10% | 27% | -1% | u
O=C(NCc1ccccn1)Nc1ccc(F)cc1 | -3% | 2% | 6% | -3% | 2% | 7% | -4 | 0% | 9% | -2% | 1%
COc1ccc(S(=O)(=O)NNC(=O)Nc2ccc(C)cc2C)c(OC)c1 | 0% | 1% | -1% | -3% | -4% | -7% | 9 | 0% | 9% | -7% | 0%
Cc1ccsc1C(=O)N(CC(C)C)c1c(N)n(Cc2ccccc2)c(=O)[nH]c1=O | 0% | 0% | -1% | 0% | -11% | -15% | 7 | -5% | -10% | -11% | 1%
